# Bioassay records deposited in PubChem BioAssay by several laboratories.
# CHRM5 agonist = CHRM5 agonism in calcium assay. P08912. CHO-K1 hM5 cells, Fluo-8 calcium fluorescence; 0% DMSO wells, 100% maximal acetylcholine response. activation, % at 3 µM. hit rate 0.19% among 360,000. AID 624037;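 active = activation above the run's mean over test compounds plus 3 SD, cut at about 23% in these data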;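 note: signal is peak over basal fluorescence ratio across the kinetic read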
# Target sequence (P08912 whole entry, looked up): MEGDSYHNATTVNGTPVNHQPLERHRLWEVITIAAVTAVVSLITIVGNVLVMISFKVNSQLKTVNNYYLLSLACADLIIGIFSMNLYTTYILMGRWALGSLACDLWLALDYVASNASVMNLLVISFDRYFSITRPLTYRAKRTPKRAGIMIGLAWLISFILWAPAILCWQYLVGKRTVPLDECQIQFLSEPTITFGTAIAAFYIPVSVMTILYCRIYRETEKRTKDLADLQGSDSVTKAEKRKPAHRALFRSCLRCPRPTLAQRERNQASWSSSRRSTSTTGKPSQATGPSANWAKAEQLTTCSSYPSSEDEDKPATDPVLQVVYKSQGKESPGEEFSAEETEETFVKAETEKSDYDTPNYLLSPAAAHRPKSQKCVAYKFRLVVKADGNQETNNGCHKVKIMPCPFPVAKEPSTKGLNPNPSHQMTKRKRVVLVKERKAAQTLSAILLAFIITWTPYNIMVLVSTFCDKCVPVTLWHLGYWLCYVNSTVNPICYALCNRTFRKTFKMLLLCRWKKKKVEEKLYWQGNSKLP
# CRFBP-R2 block = CRF-BP/CRF-R2 complex antagonism; HEK293 CRF-R2/CRF-BP, CRF-induced calcium fluorescence; inhibition, % at 11.8 µM; hit rate 0.59% among 350,000;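 active = inhibition of the ligand-induced calcium signal above about 50% at the single tested concentration, limit read from the data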
# CRFR2-BP ag = agonists of human CRF-binding protein/CRF-R2 receptor complex; hit rate 0.46% among 350,000; HEK293 CRF-R2/CRF-BP, calcium dye fluorescence (FLIPR); percent of saturating CRF peptide response; activation, % at 13.2 µM;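 active = activation of at least 50%, plus an integration ratio under a set limit after plate pattern correction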;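 note: plate controls were neutral control wells without compound for no effect and CRF at EC100 for full effect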
# M5 antag = blocks acetylcholine activation of human M5 receptor; P08912; CHO-hM5 cells, Fluo-8 calcium fluorescence, ACh EC80; inhibition, % at 3 µM; hit rate 0.59% among 360,000; AID 624040;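 active = inhibition above a per-plate cutoff, the mean of that plate's test compounds plus 3 SD, cut at about 27% in these data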;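 note: 0% = acetylcholine EC80 with DMSO and 100% = DMSO without agonist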
# TAAR1 ag = agonists of human TAAR1; CHO RD-HGA16 TAAR1, Fluo-8 calcium fluorescence; vehicle wells 0%, saturating PEA agonist 100%; activation, % at 3 µM; hit rate 0.99% among 360,000;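 active = activation above the mean activation of all test compounds in the run plus 3 SD, cut at about 38% in these data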
#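 System: CHO RD-HGA16 cells carrying human TAAR1 plus Gα16; Incubation: 17-24 h seeding, 75 min 37 °C dye, 30 min RT; Measured by: Fluo-8 fluorescence, 5 s baseline then 140 s kinetic read; Control set: DMSO and PEA EC100; Replication: single well for each compound.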
# CHO-K1 Ca PAM = nonselective activator or artifact in parental CHO-K1 calcium assay. activation, % at 3 µM. ATP EC20, Fluo-8 calcium fluorescence; 0% at ATP EC20, 100% at ATP max. hit rate 0.02% among 360,000. AID 602247;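 active = activation above the run cutoff, the mean activation of all test compounds plus 3 SD, cut at about 40% in these data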;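 note: peak over basal fluorescence ratio in a 140 s read after ATP addition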
# CHRM5 PAM = potentiates acetylcholine response at human M5 receptor; CHO-K1 hM5, Fluo-8 calcium, ACh EC20 PAM; 0% = ACh EC20, 100% = ACh EC100; activation, % at 3 µM; hit rate 0.3% among 360,000; AID 624038;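 active = activation above the run cutoff, the mean activation of all test compounds plus 3 SD, cut at about 18% in these data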
#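 system = human M5 receptor in CHO-K1 cells | reagent = EC20 acetylcholine as agonist stimulus | compound dosing = single-point, 3 µM nominal | incubation = Fluo-8 loading 80 min at 37 °C plus 30 min room temperature | detection = Fluo-8 calcium dye fluorescence, kinetic read | benchmarks = low control EC20 acetylcholine (0%), high control EC100 acetylcholine (100%)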
# TAAR1 antag = human TAAR1 antagonism; inhibition, % at 3 µM; CHO RD-HGA16 TAAR1, Fluo-8 calcium fluorescence, antagonist; Q96RJ0; hit rate 1.5% among 360,000;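 active = inhibition above a per-plate cutoff, the mean inhibition of test compounds on that plate plus 3 SD, cut at about 49% in these data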;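 note: 0% = DMSO plus EC80 beta-PEA response and 100% = DMSO alone without agonist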
#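 Assay system: CHO-derived RD-HGA16 cells stably expressing human TAAR1 plus Gα16. Timing: 140 s kinetic read after compound, 140 s after agonist. Technique: kinetic Fluo-8 calcium fluorescence measurement. Measure: % inhibition of agonist calcium response.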
# M4 PAM = CHRM4 positive allosteric modulation | P08173 | CHO-K1 hM4/Gqi5, Fluo-8 calcium fluorescence, ACh EC20; 0% = ACh EC20, 100% = maximal ACh | activation, % at 3 µM | hit rate 0.4% among 360,000 | AID 624126;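 active = activation above its plate's cutoff, the mean activation of sample wells plus 3 SD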; note: some results filed as inactive read as strong as hits
# Target sequence (P08173 whole entry, looked up): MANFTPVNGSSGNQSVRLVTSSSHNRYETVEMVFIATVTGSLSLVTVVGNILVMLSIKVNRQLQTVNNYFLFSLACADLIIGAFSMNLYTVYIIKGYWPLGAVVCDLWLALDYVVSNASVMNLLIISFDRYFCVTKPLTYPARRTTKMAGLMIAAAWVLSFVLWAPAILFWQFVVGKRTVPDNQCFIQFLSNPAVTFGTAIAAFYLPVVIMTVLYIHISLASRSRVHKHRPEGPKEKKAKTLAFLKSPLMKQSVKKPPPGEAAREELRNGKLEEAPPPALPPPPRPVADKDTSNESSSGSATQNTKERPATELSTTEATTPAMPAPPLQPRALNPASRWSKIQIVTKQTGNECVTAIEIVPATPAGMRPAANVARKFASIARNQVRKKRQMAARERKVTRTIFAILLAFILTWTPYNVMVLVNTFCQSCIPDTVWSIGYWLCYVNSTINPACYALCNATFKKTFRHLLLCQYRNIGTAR
# * = called active by the depositor; . = not tested or not shown.
SMILES,CHRM5 agonist,CRFBP-R2 block,CRFR2-BP ag,M5 antag,TAAR1 ag,CHO-K1 Ca PAM,CHRM5 PAM,TAAR1 antag,M4 PAM
CCOC(=O)NC(=O)c1cn(CCN(C)C)c(=O)[nH]c1=O,-4,11,-1.2,-1,1,21,2,-21,5
O=C(COC(=O)/C=C/c1ccccc1Cl)Nc1cccnc1Cl,1,4,0.0,7,4,-6,5,4,5
O=C(COC(=O)C1CCN(S(=O)(=O)c2cccs2)CC1)Nc1ccccc1,1,2,0.4,7,8,11,-8,-8,-2
O=C(c1ccc(NS(=O)(=O)c2ccc3[nH]c(=O)[nH]c3c2)cc1)N1CCN(c2ccccc2)CC1,2,8,-1.8,-2,3,1,-1,2,1
COc1ccc(CSC2=C(C#N)C(=O)NC3(CCCCC3)S2)cc1,1,26,-0.6,-1,4,-9,-1,-16,-2
COc1ccc(CNC(=O)C(=O)NC2CCC(C)CC2)cc1 (stereo not drawn),1,7,-2.7,4,4,6,3,2,-8
CC1=C(C)CC2(SC1)C(=O)N(c1ccccc1)N=C2N (stereo not drawn),-1,-14,-0.6,2,3,14,7,-8,7
CC1(C)CC(NC(=O)C23CCC(C)(C2Br)C3(C)C)CC(C)(C)N1 (stereo not drawn),2,-9,1.4,10,3,6,-4,-14,-4
Cc1ccsc1C(=O)N1CCN(c2ccccn2)CC1,-1,-6,0.2,8,0,19,8,-8,4
CCCc1cc(Nc2ccccc2)n2ncnc2n1,-2,0,0.2,2,-2,-3,-10,3,0
O=C(Nc1c(F)cc(F)cc1Br)c1cc(-c2ccc(O)cc2)on1,20,-20,11,-3,17,3,-1,-18,2
Cc1ccc(S(=O)(=O)Nc2nc(CN3CCOCC3)nc3sc(C(=O)O)c(C)c23)cc1,2,13,4.0,-6,1,20,1,-21,10
Cc1cccnc1NC(=O)CSc1nnc(CNC(=O)c2cccc([N+](=O)[O-])c2)n1C,-2,-28,-2.0,4,0,18,0,2,2
CCOc1ccc(NC(=O)COC(=O)C23CC4CC(CC(C4)C2)C3)c([N+](=O)[O-])c1,2,-17,2.6,-2,5,18,3,-15,4
FC(F)Sc1ccc(NC(=S)NC2CCC(NC(=S)Nc3ccc(SC(F)F)cc3)CC2)cc1 (stereo not drawn),-2,-2,2.8,5,1,11,-1,7,0
Cc1ccccc1Sc1ncnc2onc(C)c12,-5,10,-3.4,1,4,9,-7,-5,15
CC1(c2ccccc2)CC(c2ccccc2)=Nc2nonc2N1 (stereo not drawn),-9,9,-0.6,-5,3,16,1,-6,9
CC1CN(C(=O)c2cc(S(=O)(=O)N3CCN(c4ccccc4)CC3)ccc2Cl)CC(C)O1 (stereo not drawn),-2,1,0.8,8,-1,11,-3,-5,-6
CC(C)NCC(O)COCc1ccc(Cl)cc1 (stereo not drawn),-1,4,-1.1,-3,-2,6,2,-1,-3
Cc1nc(-c2ccc(O)c(O)c2)cs1,1,6,-1.6,3,1,-9,-3,9,3
CCc1cccc(C)c1NC(=O)C(c1ccc(O)cc1)N1CCC1=O (stereo not drawn),-4,10,1.2,-4,6,10,6,11,8
Cc1cc(C)cc(NC(=S)Nc2cccc3ccccc23)c1,-2,-12,-0.2,-9,1,9,2,2,-1
CCOC(=O)c1c(S(=O)(=O)N2CCN(c3ccc(F)cc3)CC2)c(C)n(C)c1C,-2,-9,-0.9,2,0,17,-1,-12,6
CC(=O)c1cccc(NC(=O)c2c(F)c(F)c(F)c(F)c2F)c1,3,-3,0.0,5,11,-5,2,27,6
CCC(C)(C)NC(=O)C(c1cccn1C)N(Cc1ccc(OC)cc1)C(=O)Cn1nnc2ccccc21 (stereo not drawn),-7,-14,-1.8,-3,4,-4,1,2,-3

# Another view of part of the listing above:
SMILES	CHRM5 agonist	CRFBP-R2 block	CRFR2-BP ag	M5 antag	TAAR1 ag	CHO-K1 Ca PAM	CHRM5 PAM	TAAR1 antag	M4 PAM
O=C(c1ccc(NS(=O)(=O)c2ccc3[nH]c(=O)[nH]c3c2)cc1)N1CCN(c2ccccc2)CC1	2	8	-1.8	-2	3	1	-1	2	1
COc1ccc(CSC2=C(C#N)C(=O)NC3(CCCCC3)S2)cc1	1	26	-0.6	-1	4	-9	-1	-16	-2
COc1ccc(CNC(=O)C(=O)NC2CCC(C)CC2)cc1 (stereo not drawn)	1	7	-2.7	4	4	6	3	2	-8
CC1=C(C)CC2(SC1)C(=O)N(c1ccccc1)N=C2N (stereo not drawn)	-1	-14	-0.6	2	3	14	7	-8	7
CC1(C)CC(NC(=O)C23CCC(C)(C2Br)C3(C)C)CC(C)(C)N1 (stereo not drawn)	2	-9	1.4	10	3	6	-4	-14	-4

# The list goes on:
SMILES,CHRM5 agonist,CRFBP-R2 block,CRFR2-BP ag,M5 antag,TAAR1 ag,CHO-K1 Ca PAM,CHRM5 PAM,TAAR1 antag,M4 PAM
Cc1c(NC(=O)CC2CC(C)OC2=O)c(=O)n(-c2ccccc2)n1C (stereo not drawn),-2,9,0.6,-7,9,6,-1,13,11
COc1ccc(S(=O)(=O)NCC(=O)N(CC(=O)NC(C)(C)C)Cc2cccs2)cc1,2,-8,-1.9,9,1,-12,2,9,7
O=S(=O)(c1cccc(C(F)(F)F)c1)N1CCN(C(=S)NCc2ccco2)CC1,-1,-6,0.6,-5,1,12,-4,4,0
CCOc1ccc(CN(C)CC(=O)c2c(N)n(Cc3ccccc3)c(=O)n(CC)c2=O)cc1OC,-6,-22,-0.3,-12,18,17,3,-6,22
COc1ccccc1NC(=S)N1CCN(c2ccccc2F)CC1,-1,-11,-0.2,4,0,-2,-1,-11,3
CCOc1cc(/C=C/c2cccc[n+]2C)ccc1O,-9,-52,59*,6,2,12,-4,-19,-2
O=C(NC(=O)c1c(F)cccc1F)Nc1cccc(Oc2ncc(Cl)cn2)c1,1,-6,2.7,5,9,-6,0,-15,4
O=C(NCC1CCCO1)C1CCCN(S(=O)(=O)c2ccc(F)cc2)C1 (stereo not drawn),-4,2,0.0,-1,2,7,5,-32,17
O=C(O)c1cccc2c1C(=O)N(Cc1ccccc1)C2,-4,63*,0.2,-4,0,2,-2,-18,-3
O=C(O)c1cccc(S(=O)(=O)N2CCN(C(c3ccccc3)c3ccccc3)CC2)c1,-6,9,1.1,0,1,19,-5,12,-4
Cc1ccc(O)c(N/C=C/C(=O)c2ccc(F)cc2)c1,0,19,2.1,-10,-3,-5,3,17,-2
COc1ccc(CCNC(=O)COc2nncc3ccccc23)cc1,2,4,0.1,8,1,15,1,10,-1
CCc1nnc(NC(=O)CCC(=O)NCc2ccc(C)cc2)s1,-4,-4,-0.6,-8,7,25,5,-22,9
CCN(CC)C(=S)Nc1c(C)n(C)n(-c2ccccc2)c1=O,-2,-2,-0.6,-21,9,-10,4,4,8
CC1=C/C(=N\NC(=S)NCc2ccccc2)CC1,-1,-7,-1.1,0,2,-12,7,-6,7
O=C(Cc1ccc(Cl)cc1)Nc1ccc(Br)cc1,-6,2,-0.5,4,40*,16,-3,32,-3
Cn1c(NC(=O)c2ccc(S(=O)(=O)N3CCCCC3)cc2)cc(=O)n(C)c1=O,2,4,-1.0,3,2,-5,6,-8,16
CCOc1ccc(C(C(=O)NCC2CCCO2)N(C(=O)c2snc(C(N)=O)c2N)c2ccc3c(c2)OCCO3)cc1 (stereo not drawn),2,-1,2.2,15,11,-9,-8,37,-4
O=c1c(Cc2c(F)cccc2Cl)c(O)ccn1C1CCCCCC1,-10,3,-1.6,4,-1,2,-1,9,-2
Cc1ccc(S(=O)(=O)NCC(=O)N2CCN(c3ccccn3)CC2)cc1,1,5,1.2,-5,6,14,0,-10,-2
CN(Cc1ccccc1)C(=O)c1csc([C@@H]2O[C@H](CO)[C@H](O)[C@H](O)[C@H]2O)n1,1,.,.,-4,1,19,1,-1,1
N#CCN=C(c1ccccc1)c1ccccc1,4,1,-0.6,6,11,6,-3,10,15
COC(=O)c1ccc(C(=O)OC)c(NC2=NS(=O)(=O)c3ccccc32)c1,-2,11,-9.1,1,15,14,-9,10,13
C/C(=N\O)c1noc(C)c1C(=O)Nc1nccs1,3,0,0.6,10,0,3,-4,36,-5
COc1cccc(N2CCN(CC(=O)NC(C)c3ccccc3)CC2)c1 (stereo not drawn),2,2,-0.7,-2,3,-2,-1,-11,-2
SMILES,CHRM5 agonist,CRFBP-R2 block,CRFR2-BP ag,M5 antag,TAAR1 ag,CHO-K1 Ca PAM,CHRM5 PAM,TAAR1 antag,M4 PAM
COc1cc(C(C)=O)ccc1OCC(=O)Nc1ccccc1N1CCCC1,-3,12,-11,-4,0,-9,1,-33,0
CCOc1ccc(OCc2ccc(C(=O)NCc3ccncc3)o2)cc1,5,7,-1.9,-1,8,8,-7,-5,-5
CC1(C(=O)NCCC(F)(F)F)Cc2c(-c3ccccc3)ccnc2O1 (stereo not drawn),-1,.,.,5,-1,-1,-2,-3,1
CCn1c(SCC(=O)N2CCCC2=O)nnc1-c1cccs1,-1,-6,0.5,18,0,0,-13,6,-1
Cc1cc(-c2n[nH]c(=S)n2Cc2ccccc2)cs1,-6,4,-2.4,5,1,18,3,0,2
Cc1ccc(C(C(=O)NC2CCCCC2)N(Cc2ccccc2)C(=O)Cc2c[nH]c3ccccc23)o1 (stereo not drawn),-3,30,-2.1,15,-1,19,-13,22,-5
CCOC(=O)c1cnc(SC)nc1Nc1cccc2ccccc12,0,-20,-1.0,1,0,19,0,11,3
C[C@@H](CO)NC(=O)c1[nH]cnc1C(=O)Nc1ccc(CNC(=O)OC(C)(C)C)cc1,1,2,-0.1,-12,8,-2,0,16,-2
CCc1ccc(NC(=O)CSc2nc(=O)n3cc(C)ccc3n2)cc1,-3,24,1.1,1,3,-8,-4,-18,-6
CCOC(=O)C1=C(c2ccccc2)NC(=S)NC1c1ccc(Cl)cc1 (stereo not drawn),-5,-7,0.7,-3,4,24,5,-4,7
Clc1ccc(NCn2cncn2)nc1,-1,-6,0.8,-4,6,7,1,-17,8
Cc1cc2[nH]c3ccccc3c2cn1,-12,-6,0.7,4,3,1,-3,-8,-3
CC(NCc1ccncc1)C12CC3CC(CC(C3)C1)C2 (stereo not drawn),-1,-5,-0.6,7,0,11,15,5,-12
CC1CCC(NC(=O)C2CC(=O)N(c3ccc(Cl)cc3)C2)CC1 (stereo not drawn),-2,-1,-1.3,-10,3,-14,3,-26,-3
COC(=O)[C@@H]1C[C@@H](c2ccccc2)[C@H](C)C1(C)C,1,-7,1.9,8,10,5,4,-11,5
CCC/C(O)=C1\C(=O)CC(c2ccccc2)CC1=NCCc1c(C)[nH]c2ccccc12 (stereo not drawn),0,7,1.0,-6,-1,7,0,16,7
CCOC(=O)c1ccc(COC(=O)c2nonc2N)cc1,-6,9,-0.1,-2,3,13,1,8,2
Cc1cc(C(=O)CSc2nnnn2C)c(C)n1-c1ccc2c(c1)OCCO2,-15,43,-2.0,-5,2,9,0,3,-11
